# PI5P4Ka inh = blocks human PI5P4K alpha kinase activity; 1.2% of 330,000 active; PI5P4Kalpha enzyme, ADP-Glo luminescence, 60 min; stronger effect = lower value; max response, %; P48426; active = max response of -50% or lower; inconclusive = between -30% and -50%; inactive = -30% or higher; note: value at the top dose of about 77 µM; % is set by controls: 0 for no effect and ±100 for the full control effect
#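 ADP-Glo luminescence end-point after a 60 min room-temperature kinase reaction. PI5P4Kalpha and substrate in HEPES pH 7.4 buffer with EGTA, 0.1% CHAPS and 5% DMSO; ATP at 5 microM final.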
# WRN inhibitor = blocks human WRN helicase. Potency, µM (series often up to 114 µM), for inactives: at the top dose activity change, negative = inhibition, most hits filed as inhibitors. AID 651768. WRN helicase unwinding, fluorescent forked duplex, kinetic. Q14191. 0.46% of 360,000 active; note: potency is the fitted concentration of half-maximal effect; % is set by controls: 0 for no effect and ±100 for the full control effect; nearly all actives have a fitted effect of over 55% in size
# Target sequence (Q14191 whole entry, looked up): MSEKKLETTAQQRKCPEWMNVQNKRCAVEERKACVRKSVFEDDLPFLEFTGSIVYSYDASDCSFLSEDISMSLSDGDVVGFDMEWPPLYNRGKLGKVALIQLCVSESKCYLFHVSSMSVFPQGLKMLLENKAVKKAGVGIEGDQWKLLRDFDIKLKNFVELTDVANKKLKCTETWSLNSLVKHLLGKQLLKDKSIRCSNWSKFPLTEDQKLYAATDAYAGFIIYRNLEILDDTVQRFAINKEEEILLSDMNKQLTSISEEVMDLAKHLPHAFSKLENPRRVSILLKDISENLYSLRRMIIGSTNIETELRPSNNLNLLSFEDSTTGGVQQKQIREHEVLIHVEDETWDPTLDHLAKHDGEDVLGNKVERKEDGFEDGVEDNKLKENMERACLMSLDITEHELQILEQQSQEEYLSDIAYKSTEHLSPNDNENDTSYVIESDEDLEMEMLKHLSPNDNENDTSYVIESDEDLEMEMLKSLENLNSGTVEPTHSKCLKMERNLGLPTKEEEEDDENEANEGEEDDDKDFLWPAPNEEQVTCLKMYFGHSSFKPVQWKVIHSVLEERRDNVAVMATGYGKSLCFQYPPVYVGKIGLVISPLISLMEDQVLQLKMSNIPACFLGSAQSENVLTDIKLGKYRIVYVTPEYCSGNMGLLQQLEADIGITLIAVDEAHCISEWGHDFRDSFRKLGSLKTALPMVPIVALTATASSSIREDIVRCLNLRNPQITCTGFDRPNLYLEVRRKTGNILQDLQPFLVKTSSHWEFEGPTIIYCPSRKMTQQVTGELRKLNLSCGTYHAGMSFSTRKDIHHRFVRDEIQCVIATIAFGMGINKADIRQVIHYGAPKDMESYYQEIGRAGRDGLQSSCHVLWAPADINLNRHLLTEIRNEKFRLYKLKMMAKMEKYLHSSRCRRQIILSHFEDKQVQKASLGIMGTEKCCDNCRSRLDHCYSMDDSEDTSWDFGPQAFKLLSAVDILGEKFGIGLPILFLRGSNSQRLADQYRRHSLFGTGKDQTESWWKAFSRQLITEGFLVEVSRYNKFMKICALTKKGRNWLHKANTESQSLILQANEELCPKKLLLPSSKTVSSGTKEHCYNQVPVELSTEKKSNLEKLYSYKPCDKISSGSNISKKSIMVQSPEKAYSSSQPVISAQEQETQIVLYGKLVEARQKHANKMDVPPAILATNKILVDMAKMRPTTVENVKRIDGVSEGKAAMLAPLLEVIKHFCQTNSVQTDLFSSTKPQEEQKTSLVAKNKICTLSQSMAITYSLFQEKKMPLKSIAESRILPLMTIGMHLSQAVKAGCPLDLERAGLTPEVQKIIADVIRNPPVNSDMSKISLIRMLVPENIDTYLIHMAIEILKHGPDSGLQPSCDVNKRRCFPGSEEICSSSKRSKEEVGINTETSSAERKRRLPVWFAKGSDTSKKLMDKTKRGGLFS
#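 Fluorescence dequenching readout, ex 525 nm/em 598 nm, kinetic mode: forked duplex DNA (100 nM final) with adjacent fluorophore and quencher unwound by WRN (20 nM final) with 2 mM ATP. Compound preincubation 15 min, room temperature.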
# GLP-1R inv ag = GLP-1 receptor (human) inverse agonism | Potency, µM (top dose mostly 38.3 µM), for the others: top-dose activity change, negative = inhibition, actives largely listed as inhibitors | 1.6% of 410,000 active | HEK293 GLP-1R CRE-luciferase, luminescence, 24 h; GLP-1R form is constitutively active | AID 624417; note: potency is the fitted concentration of half-maximal effect; % is set by controls: 0 for no effect and ±100 for the full control effect; nearly all actives have a fitted effect of over 55% in size
#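 Using stably transfected HEK293 (constitutively active GLP-1R, cAMP-luciferase reporter), compounds were incubated 24 hr and luciferase measured by luminescence.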
# GLP1R cytotox = cytotoxic in the GLP-1 receptor inverse agonist counter-screen; HEK293 cAMP-luciferase reporter cells, luminescence, 24 h; Potency, µM (doses to about 38.3 µM), for inactives: at the highest dose activity change, negative = inhibition, usual class: inhibitors; 0.13% of 410,000 active; AID 624418;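 note: loss of luciferase light is scored as toxicity; potency is the fitted concentration of half-maximal effect; % is set by controls: 0 for no effect and ±100 for the full control effect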
#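 Seeding density was 200 cells/uL; after overnight-length (12 h) culture, 23 nL compounds went on for 24 h at 37 °C. Readout used a luciferase detection reagent, luminescence taken after 12 min at room temperature.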
# PLK1 PBD block = inhibitors of human PLK1 polo-box domain binding; Plk1 PBD binding of FITC phosphopeptide, fluorescence polarization; 2.8% of 360,000 active; Potency, µM, for inactives: max response, negative = inhibition, actives largely listed as inhibitors; P53350; note: potency is the fitted concentration of half-maximal effect; series mostly up to about 57 µM; % is set by controls: 0 for no effect and ±100 for the full control effect; nearly all actives have a fitted effect of over 65% in size
# D3 antag = blocks the human D3 dopamine receptor; D3R cells, DiscoveRx beta-arrestin luminescence, antagonist mode; stronger effect = lower value; max response, negative = inhibition, %; 2.5% of 360,000 active; in the data active = max response below about -50%; inconclusive = no clear call, values can overlap the other calls; note: % is set by controls: 0 for no effect and ±100 for the full control effect; mostly tested at two doses, the higher about 12 µM
#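 Cells expressing the human receptor were seeded at 1500 cells/well, incubated overnight at 37 degrees C in 5% CO2, then exposed to library compounds with dopamine controls for 90 minutes at 37 degrees C before luminescent detection.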
# D3 ag = agonists of human D3 dopamine receptor; P35462; max activation, %; 0.58% of 410,000 active; AID 652048; D3R DiscoveRx beta-arrestin cells, luminescence, 90 min; in the data active = max activation above about 30%; note: 0% is about no effect; mostly tested at two doses, the higher about 12 µM
#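 Cells at 1500/well, incubated overnight, then treated with pinned compounds (dopamine as control) for 90 min at 37 degrees C. DiscoveRx reagent added for 30 - 60 minutes at room temperature; luminescence read.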
# IL2 activator = IL-2 activation; IL-2 activation reporter assay, cell-based qHTS; stimulated with anti-CD3/CD4/CD28 beads; in transgenic mouse T cells; activation, % (series mostly up to about 46 µM); 0.065% of 360,000 active; in the data active = activation above about 50%; inconclusive = mostly about 30% to 49%; note: 0% is about no effect
#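 EGFP and DsRed fluorescence is measured by plate cytometry in unstimulated transgenic mouse T cells exposed to compound for 60 minutes, then stimulated 18 hours at 37 degrees C with anti-CD3/anti-CD4 beads plus anti-CD28.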
# GLP1R ag = agonists of human GLP-1 receptor. P43220. HEK293 GLP-1R CRE-luciferase, luminescence, 4-6 h; cells express a hypersensitive GLP-1R form. 0.007% of 380,000 active. Potency, µM (series often up to 45.6 µM), for the others: top-dose activation, actives largely listed as activators; note: potency is the fitted concentration of half-maximal effect; % of control where 0% means no effect
# * hit, by the source's call; ? = inconclusive; . = no result given; [ ] = remark or other dose. Unless noted, calls come from the whole dose curve; as a rule, active = well fitted curve in the direction sought with a large enough effect; inconclusive = small, poorly fitted or top-dose-only effect, or another doubt; inactive = no such curve, though single readings can be large; an effect the other way counts as inactive or inconclusive.
smiles	PI5P4Ka inh	WRN inhibitor	GLP-1R inv ag	GLP1R cytotox	PLK1 PBD block	D3 antag	D3 ag	IL2 activator	GLP1R ag
Cc1cccc(C)c1NC(=O)CN(C)C(=O)Cn1c(=O)cnc2ccccc21	-6	6%	7%	-3%	1%	28	4	0.1	3%
CCOC(=O)N1CCN(C(=O)CN(C)S(=O)(=O)c2ccc(F)cc2)CC1	21	7%	1%	16%	-5%	2	3	2.0	0%
COc1ccc(C(=O)N2CCN(C(C)=O)CC2)cc1S(=O)(=O)NCc1ccc(Cl)cc1	-4	2%	-1%	-1%	-30%	7	3	0.4	-11%
COc1ccc(CCNC(=O)c2cccn2C)cc1	-15	1%	-23%	2%	0%	10	1	-1.5	-2%
Cc1ccc(NC(=O)C(C)OC(=O)c2ccc(Cl)nc2)cc1S(=O)(=O)N1CCOCC1 (stereo not drawn)	?	-17%	16%	11%	-1%	-1	-4	-4.1	1%
CCCCN(c1ccccc1)S(=O)(=O)c1cccc2cccnc12	1	-2%	?	-15%	0%	14	3	0.3	3%
NC(=O)c1nsc(C(=O)N(c2ccccc2)C(C(=O)NCC2CCCO2)c2ccc(F)cc2)c1N (stereo not drawn)	5	-7%	7%	25%	-12%	12	-14	-0.1	6%
COc1ccc(OC(C)C(=O)Nc2ccccc2C(F)(F)F)cc1 (stereo not drawn)	0	4%	?	-17%	4%	13	5	-2.5	8%
CC(C)COC(=O)n1c(SCC(=O)N(C)C)nc2ccccc21	1	3%	6%	-9%	-5%	?	-3	0.1	2%
COc1ccc(CN2C(=O)c3ccccc3C2c2nnnn2Cc2ccccc2)cc1OC (stereo not drawn)	8	1%	6%	-6%	5%	24	7	-0.8	7%
Cc1ccc(-c2csc(N3CCN(c4cc5c(cc4Cl)nc(-c4ccncc4)n5CCOCCO)CC3)n2)cc1	5	-11%	?	1%	-16%	25	-5	-0.4	-2%
CCOC(=O)C1C2C=CC3(CN(c4cccc(Cl)c4)C(=O)C13)O2 (stereo not drawn)	2	7%	7%	-2%	5%	-3	-1	-4.3	-4%
Cc1ccc(NC(=O)CSc2nc(=O)n(Cc3ccncc3)c3c2CCC3)c(C)c1	8	10%	13%	-21%	-4%	24	-4	-0.1	2%
Cc1cc[n+](-c2nc([O-])sc2/C=N/Nc2ccc([N+](=O)[O-])cc2)cc1	.	-6%	18%	-21%	-22%	-10	-9	-0.9	-7%
O=C(Cn1nc(C(F)(F)F)c2c1CCC2)NCc1ccc(F)cc1	.	-3%	0%	1%	-5%	18	7	1.9	-11%
O=C(/C=C/c1ccccc1)c1ccccc1	-3	-17%[57.1 µM]	-2%	1%	-11%	-11	-15	-0.1	4%
Cc1ccc(NC(=O)C2CCN(C(=O)c3ccc(F)cc3)CC2)nc1	-7	-3%	-13%	-7%	-2%	8	-5	1.0	2%
COc1ccc(OC)c(Nc2nc(N)nc(CSc3nnc(N)s3)n2)c1	.	-17%	5%	5%	-6%	3	0	2.7	-9%
Cc1nc2ccccc2n1C(=O)c1cc(-c2ccc(Br)cc2)nc2ccccc12	7	-16%	1%	84%[activator]	-6%	-3	6	-0.1	0%
CN1CCN(C(c2ccc(F)cc2)c2nnnn2Cc2cccs2)CC1 (stereo not drawn)	-10	4%	6%	0%	-11%	0	-9	3.6	0%
Cc1cc(C)nc(NS(=O)(=O)c2ccc(NC(=O)c3ccccc3O)cc2)n1	.	.	5%	26%	.	.	2	.	-2%
CC(C)[C@H](NC(=O)c1ccccc1)C(=O)OCC(=O)Nc1ccc2c(c1)OCCO2	-4	1%	20%	3%	2%	25	3	-2.6	6%
CC(=O)c1ccc(NC(=O)C(C)N(C)CC(=O)Nc2cccc(F)c2)cc1 (stereo not drawn)	-8	-2%	-13%[0.307 µM]	0%[0.307 µM]	-2%	-18	7	-0.2	-1%
COC(=O)c1c(NC(=O)Cc2ccccc2)sc2c1CCN(C(C)C)C2	1	-6%	3%	-11%	1%	?	-11	-2.9	11%
CCCCCCSc1ccc([C@@H]2[C@@H]3C(=O)N(CC)C(=O)[C@@H]3[C@]3(C(=O)OC)CCCCN23)cc1OC	-10	-13%	11µM*	3%	-18%	-9	14	-0.5	-3%
CCNC(=O)c1ccc(N(C)S(=O)(=O)c2cccs2)cc1	0	-3%	-3%	-2%	-3%	6	10	-0.1	12%
Cc1ccc(C(=O)COc2cc(C)nc3nncn23)cc1	1	9%	8%	-5%	2%	-13	-4	-0.3	-7%
CCN(CC)S(=O)(=O)c1ccc2c(c1)c(=O)c(C(=O)N1CCN(c3ccc(OC)cc3)CC1)cn2C	.	.	-13%	1%	.	.	-7	.	1%
COc1cc(OC)c2c(-c3ccccc3)cc(=O)oc2c1C(CCN1CCN(c2ccccc2)CC1)c1ccc(N(C)C)cc1 (stereo not drawn)	-4	-1%	8%	12%	4%	-62*	-4	-0.8	7%
CCOC(=O)c1cnc2ccc(Cl)cc2c1NCCN(C)C	-1	4%	?	-29%	1%	5	0	-1.7	14%
CC(C)c1ccc(N(CC(=O)N/N=C/c2ccc(OC3CSC3)cc2)S(=O)(=O)c2ccccc2)cc1	1	-5%	8%	-3%	-3%	-17	4	0.1	0%
O=C(O)Cn1nc(-c2ccc(F)cc2)oc1=O	-17	-10%	0%	-7%	24µM*	4	-5	10.0	22%
CC(CN1CCCCC1)OC(=O)c1ccc2c(c1)OCCO2 (stereo not drawn)	-8	0%	8%	0%	-2%	?	-14	-2.6	5%
COCCNC(=O)Nc1ccc2c(c1)N(C)C(=O)c1ccccc1S2	-10	-3%	16%	14%	-10%	0	-2	1.8	4%
O=C(Cc1ccccc1[N+](=O)[O-])NC1CC2CCC1C2 (stereo not drawn)	0	-6%	12%	8%	-9%	1	0	-0.8	-2%
COc1ccc(NC(=O)CSc2nnc(C3CCCCC3)n2N)cc1	1	-1%	13%	5%	2%	3	13	-0.7	7%
O=C(Cc1ccccc1)NCC(=O)OCc1cccc([N+](=O)[O-])c1	6	1%	-15%	-4%	-4%	-4	4	-0.4	-2%
COC(=O)c1cccc(N(C(=O)CNC(=O)c2ccco2)C(C(=O)NC2CCCC2)c2ccco2)c1 (stereo not drawn)	-1	-4%	-4%	-9%	1%	5	-3	2.3	-5%
COc1ccc(C(=O)NCCc2cn3ccc(C)cc3n2)cc1	5	1%	14%	-7%	-3%	-15	-6	-3.0	0%
CCOc1ccc(N(CC(=O)NCc2ccccc2)S(=O)(=O)c2ccc(C)cc2)cc1	11	11%	-26%	15%	-6%	2	-8	-2.8	7%
Cn1c(-c2ccccc2)cccc1=O	.	4%	-11%	-13%	-2%	29	9	1.4	-15%
Cc1c(C(=O)N(C)c2cccc(Cl)c2)cnn1-c1ccccc1	-10	0%	-15%	-5%	-5%	-5	-7	-0.2	-2%
CC(C)CN(C(=O)CSc1nc2ccccc2[nH]1)c1c(N)n(Cc2ccccc2)c(=O)[nH]c1=O	8	-2%	0%	-18%	-8%	5	5	-2.4	1%
CCOC(=O)c1c(-c2ccc(OC)cc2)nc2nonc2c1N	.	-1%	-4%	-15%	0%	12	11	-1.6	6%
CCOC(=O)N1CCN(Cc2nc3c(c(=O)[nH]c(=O)n3C)n2Cc2ccccc2C)CC1	.	6%	-1%	6%	-12%	20	5	-2.1	0%
COc1ccc(OC)c(NC(=O)c2cc3c(=O)n4ccccc4nc3n2C)c1	2	-2%[57.1 µM]	32%[activator]	23%	-5%	21	12	-0.8	3%
Cc1noc(C)c1C(=O)Nc1nc2ccc(S(C)(=O)=O)cc2s1	-4	-13%	9%	2%	3%	13	12	-2.8	16%
CC1=C(C(=O)OCC(C)C)C(c2ccccc2Cl)NC(=O)N1C (stereo not drawn)	6	-8%	?	-15%	1%	26	0	-0.8	7%
COc1ccc(C(=O)N(C)Cc2cnn(Cc3ccccc3)c2)cc1S(=O)(=O)N1CCOCC1	-3	3%	?	-22%	0%	-3	-3	0.8	-1%

# Some of the entries above in a different format:
# Values in the order – PI5P4Ka inh	WRN inhibitor	GLP-1R inv ag	GLP1R cytotox	PLK1 PBD block	D3 antag	D3 ag	IL2 activator	GLP1R ag
- CCNC(=O)c1ccc(N(C)S(=O)(=O)c2cccs2)cc1
    0	-3%	-3%	-2%	-3%	6	10	-0.1	12%
- Cc1ccc(C(=O)COc2cc(C)nc3nncn23)cc1
    1	9%	8%	-5%	2%	-13	-4	-0.3	-7%
- CCN(CC)S(=O)(=O)c1ccc2c(c1)c(=O)c(C(=O)N1CCN(c3ccc(OC)cc3)CC1)cn2C
    .	.	-13%	1%	.	.	-7	.	1%
- COc1cc(OC)c2c(-c3ccccc3)cc(=O)oc2c1C(CCN1CCN(c2ccccc2)CC1)c1ccc(N(C)C)cc1 (stereo not drawn)
    -4	-1%	8%	12%	4%	-62*	-4	-0.8	7%
- CCOC(=O)c1cnc2ccc(Cl)cc2c1NCCN(C)C
    -1	4%	?	-29%	1%	5	0	-1.7	14%
- CC(C)c1ccc(N(CC(=O)N/N=C/c2ccc(OC3CSC3)cc2)S(=O)(=O)c2ccccc2)cc1
    1	-5%	8%	-3%	-3%	-17	4	0.1	0%
- O=C(O)Cn1nc(-c2ccc(F)cc2)oc1=O
    -17	-10%	0%	-7%	24µM*	4	-5	10.0	22%
- CC(CN1CCCCC1)OC(=O)c1ccc2c(c1)OCCO2 (stereo not drawn)
    -8	0%	8%	0%	-2%	?	-14	-2.6	5%
- COCCNC(=O)Nc1ccc2c(c1)N(C)C(=O)c1ccccc1S2
    -10	-3%	16%	14%	-10%	0	-2	1.8	4%
- O=C(Cc1ccccc1[N+](=O)[O-])NC1CC2CCC1C2 (stereo not drawn)
    0	-6%	12%	8%	-9%	1	0	-0.8	-2%
